Screening results: PubChem BioAssay, several laboratories
GPR55 beta-arrestin: GPR55 agonists via beta-arrestin recruitment, primary screen, imaging, U2OS cells, beta-arrestin-GFP redistribution (AID 1961). U2OS GPR55 beta-arrestin-GFP redistribution imaging; higher % means a stronger effect. activation, % at 10 µM, or EC50 in µM where a hit was titrated. 290,000 compounds, 0.048% hits;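 active means activation above 40% with more than 50 cells counted in the well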;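 further: U2OS osteosarcoma cells stably expressing GPR55 and beta-arrestin-GFP; plate controls were DMSO negative control for no effect and LPI positive control for full effect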
NOD1 NF-kB reporter: NOD1 signaling inhibitors, primary screen, cell-based, luminescence, uHTS (AID 1578). NOD1-driven NF-kB luciferase reporter cells, luminescence; higher % means a stronger effect. 290,000 compounds, 1% hits. inhibition, % at 4 µM, or EC50 in µM where a hit was titrated; in the data active means inhibition mostly above about 36%, no sharp cut-off; inactive means mostly below about 34%;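 further: HEK-293T reporter cells stimulated with the NOD1 agonist gamma-tri-DAP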
KOR beta-arrestin-1: KOR agonists, beta-arrestin recruitment, primary screen, cell-based, luminescence, uHTS (AID 1777). KOR beta-arrestin recruitment, luminescence; higher % means a stronger effect. one-dose activation, % at 10 µM; EC50 in µM for titrated hits. 280,000 compounds, 0.02% hits; in the data active means activation above about 50%, passing the limit was not always enough; further: a part of the inactive calls stands beside numbers as strong as those of hits
GPR55 LPI antagonism: inhibition of LPI-stimulated GPR55 beta-arrestin translocation – imaging, U2OS, beta-arrestin-GFP, LPI agonist, primary screen (AID 2013); U2OS GPR55 beta-arrestin-GFP translocation imaging, LPI antagonism; higher % means a stronger effect; one-dose inhibition, % at 10 µM; IC50 in µM for titrated hits; 290,000 compounds, 0.13% hits;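 active means spots per cell inhibited over 60%, with over 100 cells counted and total cytoplasm intensity under 500,000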;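 further: U2OS cells stably carrying GPR55 and arrestin-GFP stimulated by 5 µM LPI near EC80; imaged beta-arrestin-GFP aggregate spots per cell after agonist stimulation; plate controls were LPI-stimulated DMSO wells for no effect and DMSO wells without LPI for full effect; some results filed as inactive read as strong as hits; confirmed hits need IC50 under 10 µM and bright autofluorescent wells are also inconclusive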
KOR beta-arrestin-2: kappa opioid receptor blockers – cell-based, luminescence, uHTS (AID 1778); KOR beta-arrestin recruitment, luminescence, antagonist mode; higher % means a stronger effect; inhibition, % at 10 µM; hits with a dose series show IC50 in µM; 290,000 compounds, 0.091% hits; in the data active means inhibition above about 50%; further: strong numbers were not always called active
GPR35 antagonists: GPR35 antagonists blocking zaprinast-driven arrestin recruitment, primary screen, imaging, U2OS, beta-arrestin-GFP, zaprinast agonist (AID 2058) | U2OS GPR35 beta-arrestin-GFP translocation imaging, zaprinast antagonism; higher % means a stronger effect | inhibition, % at 10 µM, or IC50 in µM where a hit was titrated | 290,000 compounds, 0.052% hits;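 active means inhibition of at least 50% with at least 30 cells and total cytoplasm GFP at most 10,000,000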
West Nile antiviral: inhibition of WNV-induced cytopathic effect – cell-based, CPE readout (AID 1621); CPE inhibition, % at 10 µM, or IC50 in µM where a hit was titrated; West Nile virus-infected cells, CPE inhibition; higher % means a stronger effect; 290,000 compounds, 0.02% hits; in the data active means a potency from the dose series; further: strong numbers were not always called active
NS5 inhibitors: Dengue-2 NS5 methyltransferase inhibitors, primary screen, biochemical, confirmation dose response (AID 588689). Dengue-2 NS5 methyltransferase capping enzyme assay, biochemical; higher % means a stronger effect. inhibition, % at 25 µM, or IC50 in µM where a hit was titrated. 340,000 compounds, 0.3% hits; in the data active means a potency from the dose series
HIV fusion peptide: cell-free HIV fusion peptide-binding blockers – biochemical, uHTS, fluorescence dequenching, primary screen (AID 1986); cell-free peptide binding, fluorescence dequenching, 30 min; higher % means a stronger effect; inhibition, % at 20 µM; hits with a dose series show IC50 in µM; 290,000 compounds, 0.3% hits; in the data active means inhibition mostly above about 52%, no sharp cut-off; inactive means mostly below about 76%; further: some results filed as inactive read as strong as hits
NS5 inhibitors pilot replicate: further read-out of NS5 inhibitors, marked with its call; inhibition, %; measured here: pilot screen replicate inhibition
* hit, by the source's call; x = not tested or not shown; & = joins results of further samples; [ ] = dose if it differs, or a comment. Some of the compounds tested; count on the stated rates, not on these rows.

The first four entries, ahead of the listing:
SMILES	GPR55 beta-arrestin	NOD1 NF-kB reporter	KOR beta-arrestin-1	GPR55 LPI antagonism	KOR beta-arrestin-2	GPR35 antagonists	West Nile antiviral	NS5 inhibitors	HIV fusion peptide	others
CN(CC(=O)Nc1ccccc1Br)CC(=O)Nc1ccccc1C(F)(F)F	-0.3%	-7%	-2.4%	-8%	-18%	-16%	-0.5%	-5%	0.7%
Cc1oc(-c2ccccc2F)nc1CS(=O)CC(=O)NC1CCCCC1 (centres undefined)	-0.1%	-14%	8.6%	5%	-10%[20 µM]	1%	-0.9%	-2%	-0.5%
CCOc1ccc(S(=O)(=O)N(C)c2ccc(OCC(=O)NCc3cccnc3)cc2)cc1	-0.5%	-36%	-0.3%	10%	-30%	0%	-0.3%	2%	-0.2%
O=C1CC(c2ccccc2)CC(O)=C1C=Nc1ccccc1O (centres undefined)	-0.1%	-6%	x	10%	-14%[20 µM]	0%	-0.8%	-12%	-2.4%

The listing (from the top)
SMILES	GPR55 beta-arrestin	NOD1 NF-kB reporter	KOR beta-arrestin-1	GPR55 LPI antagonism	KOR beta-arrestin-2	GPR35 antagonists	West Nile antiviral	NS5 inhibitors	HIV fusion peptide	others
CN(CC(=O)Nc1ccccc1Br)CC(=O)Nc1ccccc1C(F)(F)F	-0.3%	-7%	-2.4%	-8%	-18%	-16%	-0.5%	-5%	0.7%
Cc1oc(-c2ccccc2F)nc1CS(=O)CC(=O)NC1CCCCC1 (centres undefined)	-0.1%	-14%	8.6%	5%	-10%[20 µM]	1%	-0.9%	-2%	-0.5%
CCOc1ccc(S(=O)(=O)N(C)c2ccc(OCC(=O)NCc3cccnc3)cc2)cc1	-0.5%	-36%	-0.3%	10%	-30%	0%	-0.3%	2%	-0.2%
O=C1CC(c2ccccc2)CC(O)=C1C=Nc1ccccc1O (centres undefined)	-0.1%	-6%	x	10%	-14%[20 µM]	0%	-0.8%	-12%	-2.4%
CCOc1ccc(NS(=O)(=O)c2ccc3c(c2)CCN3C(=O)CCC(=O)O)cc1	0.6%	10%	10%	-4%	11%	8%	0.2%	4%	-0.4%
COc1ccc(NS(=O)(=O)c2ccc(C)c(C(=O)NC3CCN(Cc4ccccc4)CC3)c2)cc1	-0.1%	-15%	1.3%	15%	-22%	-8%	-0.6%	1%	-0.7%
Cc1cccc(N(CC(N)=O)S(C)(=O)=O)c1C	0.2%	-16%	5.2%	6%	-22%	12%	0.8%	-4%	2.6%
NC(N)=NS(=O)(=O)c1ccc(N/C=C\C(=O)c2ccncc2)cc1	-0.1%	30%	0.2%	13%	12%	-5%	0.1%	-2%	-2.4%
CC(Oc1ccc(Cl)cc1Cl)c1nc(-c2ccc(NC(=O)c3cccnc3)cc2)no1 (centres undefined)	-0.1%	x	0.0%	8%	9%	7%	1.5%	14%	-0.1%
COC(=O)c1cc(NC(=O)CSc2ncn[nH]2)ccc1Cl	0.0%	-7%	-3.0%	3%	-26%	-8%	0.3%	3%	0.7%

The final 2 entries of the part above are carried over, then new ones follow:
SMILES	GPR55 beta-arrestin	NOD1 NF-kB reporter	KOR beta-arrestin-1	GPR55 LPI antagonism	KOR beta-arrestin-2	GPR35 antagonists	West Nile antiviral	NS5 inhibitors	HIV fusion peptide	others
CC(Oc1ccc(Cl)cc1Cl)c1nc(-c2ccc(NC(=O)c3cccnc3)cc2)no1 (centres undefined)	-0.1%	x	0.0%	8%	9%	7%	1.5%	14%	-0.1%
COC(=O)c1cc(NC(=O)CSc2ncn[nH]2)ccc1Cl	0.0%	-7%	-3.0%	3%	-26%	-8%	0.3%	3%	0.7%
COc1ccc(CN(C(=O)c2oc3ccc(F)cc3c2C)C2CCS(=O)(=O)C2)cc1 (centres undefined)	0.5%	-25%	0.2%	10%	-2%	-7%	-1.0%	1%	1.3%
COc1cc2ccc(=O)oc2c(O[C@@H]2O[C@H](CO)[C@@H](O)[C@H](O)[C@H]2O)c1O	0.0%	-4%	-0.7%	6%	6%	-4%	0.4%	1%&3%	1.3%
CN(C)C=NCCn1c(N2CCOCC2)nc2c1c(=O)n(C)c(=O)n2C	-0.1%	4%	-2.7%	2%	32%	8%	0.4%	-10%	-2.3%
CCN(CC)CCN(C(=O)CCS(=O)(=O)c1ccccc1)c1nc2cc3c(cc2s1)OCO3	0.0%	-18%	3.9%	11%	-2%	-21%	-0.8%	-8%	7.7%
Cn1nc(C(F)(F)F)c(C(=O)Nc2ccc(F)cc2F)c1Cl	-0.3%	-8%	-5.2%	-2%	4%	-6%	-0.8%	x	-0.9%
CCc1ccccc1NC(=O)CN(C)C(=O)CSc1nnc(Nc2ccc(C)cc2)s1	0.1%	-35%	-4.2%	-9%	16%	-9%	0.0%	-7%	-2.9%
Cc1cc(C(=O)CSc2nc(N)cc(=O)[nH]2)ccc1F	0.0%	-8%	-4.9%	-4%	-3%	0%	0.0%	-3%	0.2%
O=C(Oc1c(Br)cc([N+](=O)[O-])cc1Br)c1cccnc1	-0.1%	2%	4.2%	13%	-8%	-4%	0.1%	12%	9.4%
CCOC(=O)C1CCCN(Cc2ccc(OCc3ccccc3)c(OC)c2)C1 (centres undefined)	-0.2%	38%	2.1%	7%	-40%[20 µM]	1%	-0.4%	x	-0.1%
O=c1c2c3c(sc2ncn1/N=C/c1ccccc1)CCCC3	-0.3%	-18%	-2.1%	13%	-8%	4%	0.0%	-1%	-2.1%
COC(=O)C1=C(C)N(c2ccc(Cl)cc2)/C(=C/c2ccc(O)cc2)C1=O	0.5%	-12%	-7.9%	2%	13%[20 µM]	-7%	-0.7%	-6%	-0.9%
COc1cccc(C(=O)Nc2ncc3c(n2)CC(c2ccc(OC)cc2OC)CC3=O)c1 (centres undefined)	0.3%	14%	-0.3%	-21%	1%	-8%	1.8%	3%	33%
C/C=C\C(=O)Nc1cccc(C2=NOC3(C2)C[C@H](C(N)=O)N(C(=O)/C=C/CC)C3)c1 (some centres undefined)	-0.2%	-4%	-3.5%	-6%	20%	1%	-0.7%	-6%	-0.3%
COc1cccc(OC)c1C(=O)OCC(=O)NCCCc1ccccc1	-0.1%	-8%	1.5%	10%	7%	0%	-0.3%	-6%	-0.4%
CC(NC(=O)COC(=O)c1cc(=O)[nH]c2ccccc12)c1ccccc1 (centres undefined)	0.6%	-35%	-4.8%	-8%	-1%	2%	0.2%	3%	1.6%
Brc1ccc2nc3c(n2c1)CCCC3	-0.2%	-20%	-4.2%	0%	-36%	0%	-0.3%	-4%	1.2%
CCCCN(CCCC)S(=O)(=O)c1ccc(OC)c2ncccc12	-0.1%	-2%	2.6%	16%	20%	-10%	0.3%	1%	0.5%
O=C1CC(C(=O)Nc2ccc(Cl)cc2)S/C(=N\N=C\c2ccco2)N1 (centres undefined)	-0.2%	-3%	-0.5%	-10%	18%	-4%	0.2%	11%	-1.5%
COc1cccc(/C=C/C(=O)NCc2ccc3c(c2)OCO3)c1	-0.2%	-14%	1.3%	7%	-24%	-10%	0.1%	2%	0.3%
CSc1nc2ccc(Cl)cc2[nH]1	-0.4%	-18%	-2.4%	9%	24%	9%	-1.0%	3%	-0.4%	NS5 inhibitors pilot replicate=-1.5
CC(C)CN(C(=O)CCC(=O)OCC(=O)NCCc1ccccc1)c1c(N)n(CC(C)C)c(=O)[nH]c1=O	-0.1%	-32%	-2.6%	6%	22%	9%	0.1%	3%	-0.2%
Cc1ccc(SCCNC(=S)Nc2ccc(C)c(C)c2)cc1	0.2%	12%	0.5%	-2%	-52%	3%	-1.2%	1%	-3.6%
CC(C)(C)SCCNC(=O)c1ccccc1	-0.1%	-36%	-6.7%	6%	7%	12%	-0.2%	-12%	-1.9%
O=C(NC1=C(NC2CCS(=O)(=O)C2)C(=O)c2ccccc2C1=O)c1ccccc1 (centres undefined)	-0.1%	104%*	5.5%	11%	-86%[20 µM]	10%	1.2%	32%	-3.0%
Cc1ccc(CN(Cc2cc3cc(C)ccc3[nH]c2=O)C(=O)N2CCOCC2)cc1	-0.2%	-2%	-2.8%	-12%	-6%	12%	-0.9%	-5%	-1.3%
O=C(CN1C(=O)NC2(CCCC2)C1=O)N1CCN(S(=O)(=O)c2ccccc2Br)CC1	-0.2%	-30%	-0.1%	-7%	-27%	-9%	0.3%	-7%	1.9%
COc1ccc(NC(=O)CCCC2CCCCC2)cc1S(=O)(=O)N1CCCCC1	0.2%	12%	4.4%	12%	-10%	-7%	-1.1%	-7%	3.3%
Cc1ccc(-c2cccc(C3CC=CC4C3C(=O)N(Cc3ccccc3)C4c3ccc(C(F)(F)F)cc3)c2)cc1 (centres undefined)	-0.1%	4%	1.2%	19%	-10%	0%	-0.1%	-7%	2.4%
COc1ccc(CCOC(=O)c2cccc(NC(C)=O)c2)cc1	0.0%	-30%	5.8%	-2%	3%	3%	-0.9%	1%	0.6%
Cc1c(Cl)sn(-c2ccc(Cl)cc2)c1=O	28%	-31%	6.4µM*	58%	-393%	2.7µM*	-2.1%	-30%	-1.5%
CCC(CC)C(=O)Nc1cccc(/C(C)=N/NC(=O)c2c(Br)cnn2C)c1	-0.1%	x	36%	8%	-28%	-6%	0.1%	-1%	-5.6%
CN(C)CCCN(C(=O)c1cccs1)c1nc2cc3c(cc2s1)OCO3	0.2%	-33%	2.6%	14%	0%	2%	0.1%	1%	-1.6%
O=C(CSc1nc(-c2ccc(F)cc2)cc(C(F)(F)F)n1)Nc1ccc2c(c1)OCO2	-0.3%	-34%	-0.5%	3%	-13%	1%	-0.1%	-5%	-0.6%
Cn1c(=O)n(C)c2cc(/C=N/NC(=O)c3ccncc3)ccc21	-0.3%	-29%	-6.4%	-4%	5%	-1%	0.4%	x	1.3%
CC1(C)CC(=O)c2sc(NC(=O)c3ccco3)nc2C1	-0.2%	-59%	-7.3%	2%	24%	0%	0.1%	0%	2.4%
COc1ccc(NC(=O)C(C)N2C(=O)C3CC=C(Cl)CC3C2=O)cc1 (centres undefined)	-0.1%	-32%	-4.6%	4%	27%	0%	0.7%	-7%	2.0%
CC(OC(=O)Cc1c[nH]c2ccccc12)C(=O)NC1(C#N)CCCCC1 (centres undefined)	0.3%	-24%	-3.4%	-1%	11%	-8%	-0.5%	-11%	0.3%
O=C(NC(=S)Nc1cccc2ncccc12)c1ccco1	-0.3%	-33%	-6.6%	16%	11%	-4%	0.6%	-9%	0.4%
CCOC(=O)COc1ccc2c3c(c(=O)oc2c1C)CCC3	0.0%	9%	-4.9%	8%	-24%	14%	0.2%	-2%	-1.9%
Cc1nonc1NC(=O)CSc1nnnn1-c1ccccc1	-0.4%	-11%	0.6%	4%	-7%	16%	-0.5%	2%	0.6%
